# High-throughput results as filed in PubChem BioAssay.
# aSyn yeast inh = rescues yeast growth from alpha-synuclein toxicity. Yeast expressing alpha-synuclein, growth rescue, BacTiter-Glo, 24 h. Potency, µM (top dose mostly 46.1 µM), for inactives: top-dose growth rescue (activation), most hits filed as activators. 0.14% of 370,000 active; note: potency is the fitted concentration of half-maximal effect; % of control where 0% means no effect; nearly all actives have a fitted effect of over 65% in size
#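 Rescue of yeast growth: cells expressing toxic alpha-synuclein, induced in galactose at OD600 0.02, incubated with compound 24 h at 30 C. ATP luminescence quantified growth; inhibitors of toxicity appear as activators.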
# Abeta rescue = compounds reversing amyloid beta toxicity in yeast; yeast expressing A-beta42, growth rescue, OD600, 48 h; response scale: 0% DMSO, 100% iron-clioquinol control; Potency, µM (titrated, usually from 46.1 µM), inactives show at the top dose growth rescue, hits mostly activators; 0.063% of 410,000 active; note: potency is the fitted concentration of half-maximal effect; nearly all actives have a fitted effect of over 55% in size
#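 Yeast growth medium received pinned compounds, then yeast cells expressing toxic A-beta were added; plates incubated at 30 C for 48 hr. Growth read as absorbance at 600 nm, normalized to DMSO and equimolar FeCl3 plus clioquinol controls.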
# DRD3 antagonist = blocks the human D3 dopamine receptor; AID 652054; 2.5% of 360,000 active; D3R cells, DiscoveRx beta-arrestin luminescence, antagonist mode; hits give low values; P35462; max response, negative = inhibition, %; in the data active = max response below about -50%; inconclusive = no clear call, values can overlap the other calls; note: % is set by controls: 0 for no effect and ±100 for the full control effect; mostly tested at two doses, the higher about 12 µM
#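 Cells plated overnight at 1500 cells/well, then exposed to library compounds with dopamine controls for 90 minutes at 37 degrees C. DiscoveRx reagent added for 30–60 minutes at room temperature; luminescence read, quantitative HTS format.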
# EPAC2 agonist = activates human EPAC2 exchange factor | Q8WZA2 | EPAC2 activation, biochemical qHTS; response scale: 100% = 6.5 mM cAMP response | Potency, µM (top dose mostly 154 µM), for inactives: at the top dose activation, usual class: activators | 0.079% of 360,000 active; note: potency is the fitted concentration of half-maximal effect; nearly all actives have a fitted effect of over 50% in size
# Target sequence (Q8WZA2 whole entry, looked up): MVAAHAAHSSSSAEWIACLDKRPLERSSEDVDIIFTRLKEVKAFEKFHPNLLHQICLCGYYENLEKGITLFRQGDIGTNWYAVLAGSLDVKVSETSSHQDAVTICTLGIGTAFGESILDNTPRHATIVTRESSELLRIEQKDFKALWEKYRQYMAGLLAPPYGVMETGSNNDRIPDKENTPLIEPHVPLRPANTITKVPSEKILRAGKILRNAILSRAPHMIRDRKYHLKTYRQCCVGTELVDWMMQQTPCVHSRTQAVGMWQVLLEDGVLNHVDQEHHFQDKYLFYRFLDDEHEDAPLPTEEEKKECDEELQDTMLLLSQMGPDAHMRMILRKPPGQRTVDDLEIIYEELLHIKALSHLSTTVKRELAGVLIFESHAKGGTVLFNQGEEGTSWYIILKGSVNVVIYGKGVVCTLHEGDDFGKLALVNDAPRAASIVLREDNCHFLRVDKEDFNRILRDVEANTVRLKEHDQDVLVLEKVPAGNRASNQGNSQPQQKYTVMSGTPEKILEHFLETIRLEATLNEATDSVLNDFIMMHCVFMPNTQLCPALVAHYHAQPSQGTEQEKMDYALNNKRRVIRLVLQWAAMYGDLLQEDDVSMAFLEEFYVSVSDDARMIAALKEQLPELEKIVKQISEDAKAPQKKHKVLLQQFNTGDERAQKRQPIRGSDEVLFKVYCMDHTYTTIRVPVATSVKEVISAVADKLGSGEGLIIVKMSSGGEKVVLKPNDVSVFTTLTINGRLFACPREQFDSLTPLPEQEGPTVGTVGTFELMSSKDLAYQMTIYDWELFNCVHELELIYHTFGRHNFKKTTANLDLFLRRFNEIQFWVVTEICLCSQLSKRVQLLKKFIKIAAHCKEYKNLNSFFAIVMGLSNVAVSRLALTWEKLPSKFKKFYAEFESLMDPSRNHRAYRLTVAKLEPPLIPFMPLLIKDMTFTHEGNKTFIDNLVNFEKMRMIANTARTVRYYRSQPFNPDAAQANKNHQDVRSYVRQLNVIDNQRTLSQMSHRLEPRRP
#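 Guanine nucleotide exchange by EPAC2 is measured as reduced fluorescence of BODIPY-GDP once it is released from 250 nM Rap1B. Plates are read kinetically for 30 min at room temperature; results are scaled to 6.5 mM cAMP.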
# D3 ag = agonists of human D3 dopamine receptor. D3R DiscoveRx beta-arrestin cells, luminescence, 90 min. max activation, %. 0.58% of 410,000 active. P35462; in the data active = max activation above about 30%; note: 0% is about no effect; mostly tested at two doses, the higher about 12 µM
#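 Cells at 1500/well, incubated overnight, then treated with pinned compounds (dopamine as control) for 90 min at 37 degrees C. DiscoveRx reagent added for 30 - 60 minutes at room temperature; luminescence read.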
# EPAC2 antagonist = EPAC2 (human) antagonism. Potency, µM (series often up to 114 µM), inactives show top-dose activity, negative = inhibition, most hits filed as inhibitors. Q8WZA2. EPAC2 GEF exchange of Rap1B-BODIPY-GDP, fluorescence. 0.18% of 360,000 active; note: potency is the fitted concentration of half-maximal effect; % is set by controls: 0 for no effect and ±100 for the full control effect; nearly all actives have a fitted effect of over 45% in size; many of its hits are not listed in these tables
# TDP-43 yeast inh = inhibitors of TDP-43 toxicity in yeast; Potency, µM (highest dose often 46.1 µM), inactives show at the highest dose growth rescue (activation), actives largely listed as activators; AID 652104; 1.8% of 410,000 active; TDP-43 expressing yeast growth rescue, BacTiter-Glo, 24 h; note: potency is the fitted concentration of half-maximal effect; % of control where 0% means no effect; nearly all actives have a fitted effect of over 50% in size
#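 Yeast expressing TDP-43 (pregrown in raffinose, seeded at OD600=0.02 in galactose medium) exposed to compounds 24 hr at 30 deg C. Growth read by BacTiter-Glo luminescence; rescue of toxicity appears as increased signal.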
# FUS yeast rescue = suppressors of FUS proteinopathy in yeast; S. cerevisiae FUS-expressing, growth rescue, OD600, 24 h; Potency, µM (series often up to 76.6 µM), for inactives: at the highest dose growth rescue (activation), hits mostly activators; 0.24% of 390,000 active;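 note: potency is the fitted concentration of half-maximal effect; plate controls were DMSO vehicle for no effect and reference control for full effect; nearly all actives have a fitted effect of over 55% in size; some results filed as inactive show a strong effect at the top dose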
#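 Quantitative HTS measuring growth restoration of FUS-toxic yeast. Galactose-induced cells (OD 0.005) were exposed 24hr at 30C to compounds at several concentrations, then absorbance at 600 nm was recorded.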
# Numbers without * were called inactive; ? = inconclusive; nt = no result given; & = joins results of further samples; [ ] = another dose, or the depositor's remark. Unless noted, calls come from the whole dose curve; as a rule, active = well fitted curve in the direction sought with a large enough effect; inconclusive = small, poorly fitted or top-dose-only effect, or another doubt; inactive = no such curve, though single readings can be large; an effect the other way counts as inactive or inconclusive. An excerpt; count on the stated rates, not on these rows.
SMILES,aSyn yeast inh,Abeta rescue,DRD3 antagonist,EPAC2 agonist,D3 ag,EPAC2 antagonist,TDP-43 yeast inh,FUS yeast rescue
O=C1CN(Cc2cc(=O)oc3cc4c(cc23)CCC4)CCN1,-3.7%,-3.1%,1.2,-4.2%,1.9,0.9%,-21.4%,1.7%
COc1cc(OC)c(C2Oc3nc(SC)nnc3-c3ccccc3N2C(C)=O)cc1OC (stereo not given),0.8%,-3.6%,-23.1,10.4%,-1.9,-2.1%,5.8%,-15.5%
CCc1nc2c(OCc3ccccc3C(=O)OC)cccn2c1N(C)C(=O)CC(C)C,-2.1%,12.4%,0.0,-2.1%,-7.1,12.2%,4.0%,5.4%
C[C@H](CO)N1C[C@H](C)[C@@H](CN(C)C(=O)Nc2ccc(C(F)(F)F)cc2)Oc2ccc(NC(=O)c3ccncc3)cc2C1=O,1.0%,-3.8%,0.0,1.0%,5.6,-7.5%,?,8.0%
CCCN(CCO)Cc1ccc2ccccc2c1,-4.0%,-3.3%,?,-1.8%,-20.3,-9.4%,-8.9%,3.5%
CN(C)CCNc1ncnc2c1cnn2-c1cccc(Cl)c1,nt,-27.2%,nt,nt,-17.3,nt,8.2%,-9.4%
Cn1c(N)c(C(=O)COC(=O)/C=C/c2ccc(Cl)cc2Cl)c(=O)n(C)c1=O,-14.6%,-16.0%,-10.6,0.3%,-0.6,-1.2%,-4.1%,21.1%
CCCNc1nc2c(c(=O)n(C)c(=O)n2C)n1Cc1cccc(C)c1,-1.8%,8.1%,25.7,-0.7%,7.1,2.4%,-6.7%,17.2%
COc1cccc(C2=NOC(C(=O)Nc3ccc(OC)c(OC)c3)C2)c1 (stereo not given),6.0%,8.5%,29.6,3.4%,28.3,4.7%,-21.2%,10.9%
O=C1ON=C(c2ccccc2)/C1=C/c1ccc(OS(=O)(=O)c2ccccc2)cc1,6.1%,-11.5%,15.5,-0.4%,-1.6,-16.0%,12.6µM*,nt
Cc1cc(NS(=O)(=O)c2ccc(NC(=S)NC(=O)c3ccc(Br)cc3)cc2)no1,-0.1%,-1.6%,0.0,4.0%,-20.3,-1.3%,-13.8%,nt
Cc1nc2scc(-c3ccccc3)c2c(=O)n1N=C1C=CC(=O)C=C1,2.0%,-56.2%[inhibitor],-82.6*,12.7%,-18.3,0.2%,-91.7%[inhibitor],40.0%
O=C(Nc1ccc(N2CCN(C(=O)c3ccccc3)CC2)cc1)c1cc2ccccc2o1,-2.5%,10.8%,22.6,1.0%,25.2,11.3%,22.3%,-11.2%
COc1ccc(CN=C2NN=C(c3cccc(OC)c3)CS2)cc1,-2.2%,19.0%,-8.5,0.7%,-5.8,1.5%,?,?
COCCn1c(CNC(=O)c2cccc(N(C)C)c2)nc2cccnc21,nt,10.2%,nt,nt,7.3,nt,13.3%,-12.4%
OC[C@H]1O[C@@H]2O[C@H]3[C@H](O)[C@@H](O)[C@@H](O[C@H]4[C@H](O)[C@@H](O)[C@@H](O[C@H]5[C@H](O)[C@@H](O)[C@@H](O[C@H]6[C@H](O)[C@@H](O)[C@@H](O[C@H]7[C@H](O)[C@@H](O)[C@@H](O[C@H]1[C@H](O)[C@H]2O)O[C@@H]7CO)O[C@@H]6CO)O[C@@H]5CO)O[C@@H]4CO)O[C@@H]3CO,-6.1%,-7.0%,-18.7,13.9%,-13.5&-11.0,8.7%,16.4%,-26.8%
C/C(=C\C(=O)c1ccccc1)Nc1ccc(Br)c(Cl)c1,-1.6%,8.5%,-14.4,1.0%,0.9,-10.6%,11.4%,9.6%
COc1cccc(OC)c1C(=O)N1CCNCC1,7.5%,-0.1%,9.9,-10.2%,4.8,-1.4%,-18.9%,-1.2%
CN(C)S(=O)(=O)c1cccc(C(=O)N2CCc3ccccc32)c1,6.9%,19.2%,4.4,-0.7%,1.8,-0.6%,-2.6%,2.1%
Cn1nc(CC(=O)N2CCN(c3ccccc3)CC2)c2ccccc2c1=O,-3.8%,0.5%,-5.3,6.2%,-4.9,-3.6%,-5.6%,-1.2%
Cc1oc(-c2ccccc2F)nc1CSCC(=O)NC1CCCC1,16.4%,-3.7%,7.6,0.5%,5.6,-13.5%,6.5%,-1.0%
O=C(CSc1ncnc2sccc12)Nc1ccccc1,14.4%,-1.9%,-3.5,-0.4%,-4.2,-7.4%,24.0%,-4.1%
Cn1c2ccccc2c2cnn(CC(=O)N3CCCCC3)c(=O)c21,8.4%,-7.3%,-1.6,0.8%,-1.9,4.2%,5.7%,26.5%
O=C(NCc1ccccc1Cl)C1CCN(S(=O)(=O)c2cccs2)CC1,5.1%,11.2%,-15.0,14.4%,-9.7,-1.7%,-11.2%,9.2%
Cc1cc2ncn(-c3ncnc4sc5c(c34)CCCC5)c2cc1C,-0.6%,11.1%,-10.1,18.6%,0.5,-6.6%,10.7%,-7.7%
COc1ccc(N2CCN(C(=O)COC(=O)[C@@H](NC(=O)c3ccccc3Cl)C(C)C)CC2)cc1,6.2%,0.0%,11.7,-2.0%,8.9,5.4%,0.0%,21.1%
O=C(COc1ccc(Cl)cc1Cl)N(C1CCCCC1)C1CCS(=O)(=O)C1 (stereo not given),7.2%,8.0%,4.3,4.1%,0.0,-2.8%,9.9%,nt
CN(C)S(=O)(=O)c1ccc(Cl)c(NC(=O)CSc2nnnn2-c2ccc(O)cc2)c1,3.4%,-5.4%,3.1,6.6%,2.1,-9.5%,2.6%,13.2%
CCOC(=O)C1=CCN(S(=O)(=O)c2ccccc2[N+](=O)[O-])C1c1ccc(C)cc1 (stereo not given),?,1.1%,4.8,10.9%,7.9,-1.0%,?,?
Cc1c(C(=O)N(C)C)c2ccc(Cl)cc2n1O,3.8%,-0.6%,-4.2,6.8%,15.0,0.0%,1.9%,-6.2%
CNC(=O)C[C@H]1C(=O)N(C2CCCCC2)C[C@@H]1c1ccc(Br)cc1,-0.6%,6.9%,5.4,10.7%,-1.2,5.4%,25.8%,-1.2%
Cc1cc(S(=O)(=O)Nc2ccc(C(=O)NC3CC3)cc2)ccc1F,-13.3%,-5.1%,4.1,7.1%,0.3,-8.3%,11.6%,-40.3%
Cc1c(C(=O)O)cccc1[N+](=O)[O-],10.9%,-14.3%,14.6,2.3%,16.0,-6.9%,0.0%,-37.5%
Cn1c(NC(=O)c2ccc(C(C)(C)C)cc2)cc(=O)n(C)c1=O,3.9%,-12.5%,25.2,-2.2%,0.2,-10.5%,17.6%,-17.7%
NS(=O)(=O)c1ccc(CCNC(=O)C2COc3ccccc3O2)cc1 (stereo not given),3.7%,5.2%,2.2,-4.4%,-4.8,-8.5%,18.6%,-22.2%
Cc1nc(Cl)sc1C(=O)Nc1cccc(Cl)c1C,0.1%,9.2%,3.5,5.0%,6.3,-2.5%,?,30.1%
Cc1ccc(N(C(=O)CCC(=O)Nc2nccs2)C(C(=O)NC(C)(C)C)c2ccc(O)cc2)cc1 (stereo not given),-1.8%,4.4%,1.5,-12.9%,-6.1,0.8%,-13.0%[0.397 µM],13.0%
CN(C)CCN(C(=O)c1ccc2ccccc2c1)c1nc2ccc(Br)cc2s1,-8.0%,-13.7%,-54.9*,-8.5%,-4.8,-2.3%,-13.2%,0.7%
CS(=O)(=O)N(CC(=O)N/N=C/c1ccccc1C(=O)O)c1cccc(Cl)c1Cl,-10.7%,-14.9%,0.0,-5.1%,-3.6,2.4%,-12.8%,8.2%
Cc1cc2ccccc2n1CCNC(=O)c1ccccc1,5.5%,0.9%,0.0,8.6%,-2.6,-13.5%,-12.9%,?

# Copied from the list.
# NS(=O)(=O)c1ccc(CCNC(=O)C2COc3ccccc3O2)cc1 (stereo not given) in DRD3 antagonist is entered as 2.2
# CCOC(=O)C1=CCN(S(=O)(=O)c2ccccc2[N+](=O)[O-])C1c1ccc(C)cc1 (stereo not given) in DRD3 antagonist is entered as 4.8
# Cc1c(C(=O)N(C)C)c2ccc(Cl)cc2n1O in FUS yeast rescue is entered as -6.2%

# Next part:
SMILES,aSyn yeast inh,Abeta rescue,DRD3 antagonist,EPAC2 agonist,D3 ag,EPAC2 antagonist,TDP-43 yeast inh,FUS yeast rescue
COc1ccc(C2C(C(=O)Nc3cc(OC)c(OC)c(OC)c3)c3ccccc3C(=O)N2C)cc1OC (stereo not given),-0.5%,-9.4%,-6.5,1.4%,-7.1,-1.0%,-26.1%,24.6%
COc1ccc([N+](=O)[O-])cc1NCc1cccc([N+](=O)[O-])c1,-1.7%,23.7%,-52.8*,4.0%,-10.5,-9.2%,11.2µM*,10.7%
COc1cc(NC(=O)C2=C(C)OCCS2)c(Cl)cc1C(=O)NCCCN1CCCC(C)C1 (stereo not given),-11.0%,-5.4%,-28.9,-7.4%,-9.8,0.1%,7.1%,-9.4%
CC1CCN(C(=O)C(C)OC(=O)CSc2ccc([N+](=O)[O-])cc2)CC1 (stereo not given),-10.3%,14.6%,4.9,8.7%,-3.0,-2.6%,35.5µM*,7.3%
CCN(CC)c1ccc(C(NC(C)=O)NC(C)=O)cc1,-1.3%,19.7%,-13.4,-8.9%,5.0,18.1%,14.2%,-28.1%
S=C(Nc1ccccc1Cl)NC1CCN(Cc2ccccc2)CC1,-2.9%,5.1%,-83.9*,-8.4%,-6.8,-0.9%,4.0%,7.7%
Oc1c(C(c2ccc(F)cc2)N2CCOCC2)sc2nc(-c3ccco3)nn12 (stereo not given),nt,-1.1%,nt,nt,2.2,nt,?,5.1%
CCC(=O)N1CCc2cc(S(=O)(=O)NC(CC(C)C)C(=O)N3CCc4ccccc43)ccc21 (stereo not given),-1.1%,12.2%,-12.7,6.6%,-12.9,-8.9%,-17.1%,62.0%
N#Cc1c(-c2ccco2)ccn(Cc2ccc(F)cc2)c1=O,-0.5%,-13.2%,-2.8,5.6%,-1.9,-14.4%,-2.4%,4.2%
N#CC1=C(SCC(=O)NCc2ccccc2)NC(=O)CC1c1ccco1 (stereo not given),0.3%,4.4%,-4.0,7.7%,-5.0,2.7%,-11.5%,-5.8%
Cc1noc(C)c1COc1cccc(C(=O)Nc2cccnc2)c1,-2.6%,11.1%,-11.8,13.4%,-21.4,7.9%,6.1%,26.3%
c1ccc(-c2c3ccccc3nc3[nH]c4ccccc4c23)cc1,-23.3%,?,14.8,4.2%,7.4,-18.6%,?,18.2%
